Bioassay records as filed in PubChem.
FN deposit inh = inhibitors of fibronectin matrix deposition, primary screen, AH1F cells, Alexa488-fibronectin fluorescence, plate reader; AH1F fibroblasts, overnight; inhibition, % at 12.6 µM; actives 0.086% (n = 350,000);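 active = mean inhibition across replicates of 30% or more, regardless of how many single replicates reach that level; inconclusive = mean under 30% yet at least half of replicates reach 30%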;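 also: positive control wells lacked labelled fibronectin entirely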
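Schedule: 1 h cell adhesion before compound, then overnight fibronectin incubation; test system: AH1F fibroblast monolayer depositing Alexa488-labelled fibronectin into matrix; quantity: 10000 AH1F cells per well; probe or stimulus: fluorescent fibronectin at 24 nM final; signal: fluorescence, ex 485 nm, em 525 nm; evaluation: percent inhibition as loss of matrix-bound fibronectin fluorescence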
EWS-Fli inh = EWS/Fli-driven NR0B1 reporter inhibitors, primary screen, A673 cells, NR0B1 luciferase, luminescence, MLPCN library. viability-normalised. inhibition, % at 12.6 µM. actives 0.67% (n = 350,000);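 active = mean inhibition of at least 50% after viability correction, with every replicate also passing that limit; inconclusive = mean reaches 50% but only one of two replicates passes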;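 also: firefly luciferase signal divided by Alamar Blue viability fluorescence both relative to DMSO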
PAX8 inh HTS = inhibitors of PAX8-driven TPO luciferase reporter, primary screen, RMG-I cells, single concentration; SteadyGlo, 24 h; inhibition, % at 12.6 µM; actives 1.2% (n = 360,000);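 active = mean replicate inhibition at least 60% with every replicate also reaching 60%; inconclusive = only one of the two criteria is met; inactive = mean below 60% and not all replicates reaching 60%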;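 also: luciferase light reporting Pax8 driven TPO promoter activity; plate controls were median of neutral control wells for no effect and mitoxantrone controls for full effect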
F508del corr = F508del CFTR correction, initial screen, CFBE line, single point | CFBE cells, YFP halide quenching; stimulated with forskolin plus potentiator P3; % fluorescence drop versus neutral controls | activity (quench increase), % at 7.58 µM | actives 0.36% (n = 350,000);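 active = mean added fluorescence quench of at least 8% versus neutral control, with both replicates also reaching 8%; inconclusive = only one of the mean or replicate conditions met; inactive = mean below 8% and not both replicates reaching 8%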;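 also: cells transiently co-express mutant CFTR-F508del with the halide-sensitive YFP; corrector assay measuring rescue of mutant channel to the surface after 24 h compound exposure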
GSIS activator = GLuc luminescence reporter in INS-1E cells, primary screen for activators of glucose-dependent secretion of insulin. INS-1E GLuc reporter insulin secretion, 2-3 h. activation, % at 16.6 µM. actives 0.61% (n = 370,000);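 active = lowest replicate activation of at least 40%, so every replicate reaches that level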;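 also: 0% = median of neutral control wells and 100% = median of IBMX positive control wells; some compounds called inactive have numbers as strong as hits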
miR122 inh = miR-122 Renilla sensor signal increase in Huh7, primary screen, miR-122 inhibitor project, cell-based, single point, plate reader | actives 0.3% (n = 340,000) | Huh7 miR-122 Renilla luciferase sensor, 48 h; neutral wells = 0, positive control = 100 | activation (reporter increase), % at 12.5 µM;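 active = mean replicate activation score at least 90 and every replicate individually at or above 90; inconclusive = only one of the two criteria met; inactive = neither criterion met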;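 also: higher luciferase means less miR-122 activity so hits act as miR-122 inhibitors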
DENV2 CPE rescue = inhibitors of DENV2 cytopathic effect, primary screen, cell-based, plate reader, single concentration | AID 651640, 2012 | DENV2-infected cells, cytopathic effect rescue | CPE inhibition, % at 9.99 µM | actives 1.7% (n = 350,000); in the data active = CPE inhibition above about 20%, passing the limit was not always enough; inconclusive = no clear call, values can overlap the other calls; tested in BHK-21 cells;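 also: 0% = median of neutral control wells and 100% = median of positive control wells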
* hit, by the source's call; ? = inconclusive; nt = no result given; [ ] = another dose, or the depositor's remark.

SMILES	FN deposit inh	EWS-Fli inh	PAX8 inh HTS	F508del corr	GSIS activator	miR122 inh	DENV2 CPE rescue
O=c1ccncn1C1OC(CO)C(O)C1O (stereo not drawn)	1	-8	14	-4.9	-4	nt	3
CO[C@H]1CN(C)C(=O)c2ccc(NS(=O)(=O)c3cccc(F)c3)cc2OC[C@H](C)N(C(=O)Cc2cccnc2)C[C@@H]1C	10	-1	nt	0.9	-6	nt	-8
N=C1/C(=C\c2ccc(Br)o2)C(=O)N=C2SC(CC(=O)N3CCCCC3)=NN12	-6	3	2	-2.4	0	-2	-1
OC(COC(c1ccc(Cl)cc1)c1ccc(Cl)cc1)CN1CCc2ccccc2C1 (stereo not drawn)	-18	22	2	-0.1	-10	0	-1
O=C(COC(=O)CNC(=O)c1ccc(F)cc1)Nc1cccc(S(=O)(=O)N2CCCC2)c1	-8	-2	3	-0.1	-9	nt	6
COc1ccc(-c2coc3cc(O)ccc3c2=O)cc1O	nt	-78	nt	-2.0	8	7	?
Cc1ccc2cc(CCNC(=O)CC(C)C)c(=O)[nH]c2c1	8	-16	10	-0.1	-4	-3	-4
Cc1ccc(/C=N/NC(=O)NC23CC4CC(CC(C4)C2)C3)o1	-8	-22	-10	-0.3	19	2	-1
O=C(NC1CCCC1)c1ccc(CS(=O)Cc2ccc(Cl)cc2)o1 (stereo not drawn)	5	nt	2	-2.6	20	nt	6
O=C(NC12CC3CC(CC(C3)C1)C2)c1ccc(-c2cccc(Cl)c2)o1	3	nt	-183	nt	-18	nt	nt
Cc1nn(CC(=O)OC(C)C(=O)Nc2ccccc2[N+](=O)[O-])c(C)c1[N+](=O)[O-] (stereo not drawn)	5	nt	5	nt	13	nt	nt
CCn1c(CC(=O)Nc2ccc(F)cc2)nnc1SCC(=O)N1CCOCC1	0	-1	-4	-0.4	11	1	0
CCC1CCc2sc(C(=O)N(C)CC(=O)Nc3ccc(N4CCOCC4)cc3)cc2C1 (stereo not drawn)	nt	-8	-29	0.0	-8	-1	8
C[C@@H]1CN([C@H](C)CO)C(=O)c2cc(C#CC3CCCCC3)cnc2O[C@H]1CN(C)C(=O)C1CCCCC1	6	29	nt	2.5	-10	-29[16.7 µM]	1
COc1ccc(NC(=O)N2CCCCN3[C@H](CO)[C@@H](c4ccc(-c5ccccc5C)cc4)[C@H]3C2)cc1	nt	nt	-25	-5.9	-30	-8[16.7 µM]	-7
Cc1ccc(SCC(=O)N2CC(C)OC(C)C2)cc1 (stereo not drawn)	5	nt	10	nt	nt	-2	nt
CNC(=O)c1ccccc1Sc1ccccc1C#N	2	1	-10	2.4	44	-1	3
CC(C)CC#Cc1ccc2c(c1)O[C@@H](CN(C)CC1CCOCC1)[C@@H](C)CN([C@@H](C)CO)S2(=O)=O	nt	24	nt	2.1	-3	-4[16.7 µM]	19
O=C(NCCCN1CCCC1=O)Nc1ccccc1F	-4	-31	-28	0.8	4	nt	-1
O=C(CCNS(=O)(=O)c1ccc(Br)cc1)NCc1cccs1	13	-2	-23	-0.4	-17	nt	-3
O=C(O)c1ccc(-c2nnn(Cc3ccccc3F)n2)cc1	8	5	3	-0.2	nt	-7	-2
CCC1(CC)C(=O)NC(=S)N=C1N	-1	2	nt	-1.1	nt	nt	0
C/C(C=O)=C/c1ccccc1	nt	4	nt	-3.1	0	0	91*
COc1ccc(Cc2nnc(SCC(=O)N(c3ccccc3)C(C)C)n(N)c2=O)cc1	1	1	3	-3.9	-2	nt	10
C[C@H](CO)N1C[C@H](C)[C@@H](CN(C)Cc2ccccc2)Oc2ccc(NC(=O)Nc3ccc4c(c3)OCO4)cc2C1=O	nt	-2	-13	0.6	5	7[16.7 µM]	3
CC(c1ccccc1)C1CC(=O)N(c2cc(Cl)ccn2)C1=O (stereo not drawn)	-3	11	6	0.1	nt	3	15
CCc1nn(C(CC)C(=O)NCCCc2ccccc2)c(=O)c2cc3occc3n12 (stereo not drawn)	-11	nt	3	-3.2	-22	nt	-8
C[C@H](CO)N1C[C@H](C)[C@H](CN(C)CC2CCCCC2)Oc2ccc(NC(=O)C3CC3)cc2C1=O	nt	18	-2	0.6	13	3[16.7 µM]	-2
CC(OC(=O)c1ncc(Cl)c(Cl)c1Cl)C(=O)NC1(C#N)CCCCC1 (stereo not drawn)	13	6	-13	-1.7	1	-5	-3
O=C(CSc1nc2ccccc2o1)NC1CCS(=O)(=O)C1 (stereo not drawn)	0	-9	2	-1.0	13	nt	11

Eleven compounds from above, sorted by molar mass, largest number first:
SMILES	FN deposit inh	EWS-Fli inh	PAX8 inh HTS	F508del corr	GSIS activator	miR122 inh	DENV2 CPE rescue
C[C@H](CO)N1C[C@H](C)[C@H](CN(C)CC2CCCCC2)Oc2ccc(NC(=O)C3CC3)cc2C1=O	nt	18	-2	0.6	13	3[16.7 µM]	-2
COc1ccc(Cc2nnc(SCC(=O)N(c3ccccc3)C(C)C)n(N)c2=O)cc1	1	1	3	-3.9	-2	nt	10
CCc1nn(C(CC)C(=O)NCCCc2ccccc2)c(=O)c2cc3occc3n12 (stereo not drawn)	-11	nt	3	-3.2	-22	nt	-8
O=C(CCNS(=O)(=O)c1ccc(Br)cc1)NCc1cccs1	13	-2	-23	-0.4	-17	nt	-3
O=C(CSc1nc2ccccc2o1)NC1CCS(=O)(=O)C1 (stereo not drawn)	0	-9	2	-1.0	13	nt	11
CC(c1ccccc1)C1CC(=O)N(c2cc(Cl)ccn2)C1=O (stereo not drawn)	-3	11	6	0.1	nt	3	15
O=C(O)c1ccc(-c2nnn(Cc3ccccc3F)n2)cc1	8	5	3	-0.2	nt	-7	-2
O=C(NCCCN1CCCC1=O)Nc1ccccc1F	-4	-31	-28	0.8	4	nt	-1
CNC(=O)c1ccccc1Sc1ccccc1C#N	2	1	-10	2.4	44	-1	3
CCC1(CC)C(=O)NC(=S)N=C1N	-1	2	nt	-1.1	nt	nt	0
C/C(C=O)=C/c1ccccc1	nt	4	nt	-3.1	0	0	91*

Additional records
SMILES	FN deposit inh	EWS-Fli inh	PAX8 inh HTS	F508del corr	GSIS activator	miR122 inh	DENV2 CPE rescue
CCc1nnc(NC(=O)COc2ccc(N(C)S(=O)(=O)c3ccc(C)cc3)cc2)s1	3	18	8	1.7	1	-1	4
Fc1ccccc1/C=C1\CCCC2=C1NC(=S)NC2c1ccccc1F (stereo not drawn)	nt	18	22	5.9	2	nt	nt
O=C(NCc1ccc(F)cc1)[C@H]1C[C@H]2C(=O)NCC(=O)N2[C@H]1c1ccc(O)cc1	nt	-8	-11	2.8	nt	nt	12
O=C(O)Cc1sc(-c2ccccc2Cl)nc1-c1ccccc1	-5	nt	-10	nt	0	8	nt
Cc1ccnc(NS(=O)(=O)c2ccc(NC(=O)Cc3ccc(F)cc3)cc2)n1	-1	-2	9	0.6	30	10	-3
O=C1NC(=O)C2(CCCCC2C2CCCCC2)N1 (stereo not drawn)	-13	7	6	-1.2	62*	0	4
COCC#Cc1ccc([C@@H]2[C@H](C#N)N(C(=O)c3cccnc3)[C@H]2CO)cc1	5	-9	-13	0.0	-4	nt	-3
COC(=O)c1ccc(Cn2cnc3cnccc32)cc1	-5	1	-8	4.7	2	-7	-4
O=C(O)c1ccc2c(c1)C(=O)N(CCc1ccccc1)C2=O	3	3	3	1.4	-7	-4	2
Cc1cccc(NC(=O)Nc2ccc3c(c2)OCO3)n1	0	-75	-189	-0.4	1	nt	13
CC1CCN(S(=O)(=O)c2ccc3c(c2)NC(=O)CS3)CC1	14	nt	-6	-2.5	-10	20	1
CCc1ccc(N2CC(C(=O)OCC(=O)Nc3ccc(C#N)cc3)CC2=O)cc1 (stereo not drawn)	0	-3	-8	-2.4	-13	nt	-4
C[C@H]1CN([C@@H](C)CO)C(=O)c2cc(NC(=O)CCC(F)(F)F)ccc2O[C@@H]1CN(C)CC1CCCCC1	-7	8	-14	2.2	-11	1[16.7 µM]	-8
Cc1nn(C)cc1N1C(=O)c2cccc3c(N)ccc(c23)C1=O	3	-16	-5	nt	10	-16	-2
CSc1nc(-c2ccco2)nn1S(=O)(=O)c1ccc(C)cc1	8	-5	-16	-0.3	5	3	3
COc1ccc(NC(=O)Nc2ccc3c(c2)C(=O)N([C@H](C)CO)C[C@H](C)[C@@H](CN(C)C(=O)c2ccccc2)OCCCC[C@@H](C)O3)cc1	nt	-1	-4	-2.1	3	-11[16.7 µM]	-2
COC(=O)C[C@H]1C[C@H]2c3cc(NC(=O)CN(C)C)ccc3O[C@H]2[C@@H](CO)O1	nt	-1	11	-3.5	8	11[16.7 µM]	5
O=C(NC1CCCCC1)C(c1ccccc1)n1c(=O)c(-c2ccco2)nc2ccccc21 (stereo not drawn)	-6	6	10	-4.8	-40	nt	?
COc1ccc(C(CCN2CCCC2)c2c(O)cc(OC)cc2OC)cc1 (stereo not drawn)	-1	-12	-8	3.5	-10	2	nt
CCOc1ccc(N2C(=O)Nc3ccccc3C2(O)C(=O)NCc2ccco2)cc1 (stereo not drawn)	7	-5	-3	-0.4	-2	nt	6
CN(C)C(CNC(=O)CCNC(=O)c1ccc(Br)cc1)c1ccco1 (stereo not drawn)	nt	6	13	1.8	13	-4	1
OCCC1CN(CC#Cc2ccccc2)CCN1Cc1ccccc1F (stereo not drawn)	-6	19	18	-2.5	-6	6	8
CCNC(=O)C[C@@H]1CC[C@@H]2[C@@H](COc3ccc(NC(=O)c4ccc(F)cc4)cc3C(=O)N2C)O1	-9	8	-2	-3.4	3	2[16.7 µM]	2
Cc1ccccc1Cn1c(-c2ccc(=O)[nH]c2)nc2ccccc21	0	8	14	2.1	nt	0	0
CCCCn1c(N)c(N(CCOC)C(=O)c2ccc(N3CCCC3=O)cc2)c(=O)[nH]c1=O	-1	-1	-15	0.3	12	-6	-9
CC(C)CNC(=O)c1cccc2c(-c3cccc(C(N)=O)c3)coc12	3	-29	-28	-1.5	-5	-6	-3
COc1ccc(-c2cn(CC[C@@H]3CC[C@@H](NC(=O)Nc4ccc(F)cc4)[C@@H](CO)O3)nn2)cc1	-29	-10	-14	3.2	-11	nt	-8
C1CCN(C2CCN(c3nc4nonc4nc3N3CCSCC3)CC2)C1	-5	10	-11	-3.4	1	nt	-9
CCCCN(C(=O)C(C)(C)Oc1ccc(Cl)cc1)c1c(N)n(CCC)c(=O)[nH]c1=O	0	4	8	0.2	25	-12	-4
CCNC(=O)Nc1cc(S(=O)(=O)N2CCOCC2)ccc1N1CCCCC1	nt	8	-1	-0.7	-8	-5	5
Cc1ccc(C(=O)Cn2c3[n+](c4ccccc42)CC(O)CS3)cc1 (stereo not drawn)	-2	10	5	-7.0	2	-3	0
O=C(COC(=O)C1CCN(S(=O)(=O)c2ccc3c(c2)OCCO3)CC1)NC1CCCCC1	0	-1	-7	-1.4	-4	nt	?
O=C(Nc1ccc(S(=O)(=O)NCC2CCCO2)cc1)c1ccc(Cl)cc1[N+](=O)[O-] (stereo not drawn)	5	6	3	0.3	-9	nt	2
O=C(C[C@H]1CC[C@H](NC(=O)c2ccc(F)cc2)[C@@H](CO)O1)NCCc1ccccc1	-2	3	3	1.9	7	-6[16.7 µM]	-4

Compounds were not picked by outcome; about 3.9% have a hit in one of these screens.
